INS-1E rescue = protection of INS-1E cells from cytokine death, primary screen, ATP luminescence, single point; AID 488910, 2010; 0.1% of 20,000 active; protection from cytokine-induced ATP loss, % at 10 µM; INS-1E cytokine-induced death, 48 h; normalised: neutral wells 0, positive control 100;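 active = mean replicate protection from cytokine-induced ATP loss at least 50% and at least 75% of replicates each reaching 50%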
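Material: INS-1E rat cells; Quantity: 8000 cells/well; Buffer or medium: phenol-red-free RPMI with 5% fetal bovine serum; Probe or stimulus: cytokine cocktail of IFN-γ, TNF-α and IL-1β; Compound dosing: single test concentration per compound, delivered by pin transfer; Incubation: 48 h co-treatment, 10 min post-lysis read; Signal: CellTiter-Glo luminescence.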
T cruzi intra = inhibitors of intracellular Trypanosoma cruzi, primary screen, cell-based, plate reader, single point, set 2; intracellular Trypanosoma cruzi in host cells; activity score (inhibition), % at 5.01 µM; 4.9% of 22,000 active; AID 651903, 2012; in the data active = activity score above about 55%;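 note: parasites and compound incubated about four days before reading; 0% = median of neutral control wells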
Starred values were filed as active, the others as inactive.

For C[C@H]1CN([C@@H](C)CO)C(=O)c2cc(NC(=O)c3ccncc3)ccc2O[C@@H]1CN(C)Cc1ccc(Cl)c(Cl)c1 the results were INS-1E rescue -0.5 and T cruzi intra -18.8.
Cc1noc(C)c1S(=O)(=O)N(C)C[C@H]1Oc2ccc(NC(=O)C3CCCCC3)cc2CC(=O)N([C@H](C)CO)C[C@H]1C was read as INS-1E rescue 9.7 and T cruzi intra -2.4.
Screening CC(C)NC(=O)N(C)C[C@@H]1Oc2c(NC(=O)C3CC3)cccc2C(=O)N([C@@H](C)CO)C[C@H]1C returned INS-1E rescue 9.5 and T cruzi intra -22.5.
For CC(C)NC(=O)N(C)C[C@@H]1Oc2ccc(NS(=O)(=O)c3cccs3)cc2C(=O)N([C@@H](C)CO)C[C@H]1C the results were T cruzi intra -8.9.
Screening COc1ccc(NC(=O)Nc2ccc3c(c2)CC(=O)N([C@H](C)CO)C[C@@H](C)[C@H](CN(C)S(=O)(=O)c2ccc(F)cc2)O3)cc1 returned INS-1E rescue 6.0 and T cruzi intra 0.4.
C[C@H](CO)N1C[C@H](C)[C@H](CN(C)Cc2ccc(C(=O)O)cc2)Oc2c(NS(=O)(=O)c3ccc(Cl)cc3)cccc2C1=O was read as INS-1E rescue 0.9 and T cruzi intra -23.7.
Screening COc1ccc(CN(C)C[C@@H]2Oc3ccc(NS(=O)(=O)c4ccc(OC)cc4)cc3C(=O)N([C@H](C)CO)C[C@H]2C)cc1 returned T cruzi intra 3.3.
C[C@H](CO)N1C[C@H](C)[C@H](CN(C)Cc2ccc(Oc3ccccc3)cc2)Oc2c(NC(=O)CCCCCC(=O)Nc3ccccc3N)cccc2C1=O was read as INS-1E rescue -9.8 and T cruzi intra 65.5*.
`C[C@H](CO)N1C[C@H](C)[C@@H](CN(C)S(=O)(=O)c2cn(C)cn2)Oc2ccc(NC(=O)Cc3cn(C)c4ccccc34)cc2C1=O` gave INS-1E rescue 20.7 and T cruzi intra -17.2.
For COc1ccc(S(=O)(=O)N(C)C[C@@H]2Oc3c(NC(=O)c4ccc(-c5nccs5)cc4)cccc3C(=O)N([C@H](C)CO)C[C@@H]2C)cc1 the results were INS-1E rescue -15.6 and T cruzi intra 73.7*.
Screening COc1ccc(-c2cnc3c(c2)C(=O)N([C@H](C)CO)C[C@H](C)[C@H](CN(C)S(=O)(=O)c2cccc(F)c2)O3)cc1 returned T cruzi intra 27.8.
For COc1ccc(S(=O)(=O)N(C)C[C@H]2Oc3c(NC(=O)NC4CCCCC4)cccc3C(=O)N([C@@H](C)CO)C[C@@H]2C)cc1 the results were INS-1E rescue -5.5 and T cruzi intra -7.1.
Screening O=C(NO)c1cccc(C(=O)N/N=C/c2c[nH]c3ccccc23)c1 returned INS-1E rescue 8.2 and T cruzi intra -22.7.
Screening COc1ccc(S(=O)(=O)N(C)C[C@H]2Oc3ccc(NC(=O)Nc4cccc5ccccc45)cc3CC(=O)N([C@H](C)CO)C[C@H]2C)cc1 returned INS-1E rescue 2.7 and T cruzi intra 8.1.
`C[C@H](CO)N1C[C@H](C)[C@H](CN(C)C(=O)NC2CCCCC2)Oc2ccc(NC(=O)C3CC3)cc2CC1=O` gave INS-1E rescue 10.1 and T cruzi intra -20.3.
For C[C@@H]1CCCCO[C@@H](CN(C)C(=O)C2CCCCC2)[C@@H](C)CN([C@H](C)CO)C(=O)c2cc(NS(C)(=O)=O)ccc2O1 the results were INS-1E rescue -1.9 and T cruzi intra 8.6.
For C[C@@H]1CN([C@@H](C)CO)C(=O)c2cccc(NC(=O)NC3CCCCC3)c2O[C@@H]1CN(C)CC1CCCCC1 the results were INS-1E rescue -8.7 and T cruzi intra -43.1.
`C[C@@H]1CCCCO[C@H](CN(C)C(=O)Nc2ccc(F)cc2)[C@@H](C)CN([C@H](C)CO)C(=O)c2cc(NC(=O)Nc3ccc(F)cc3)ccc2O1` gave INS-1E rescue -3.2 and T cruzi intra 59.3*.
`Cc1noc(C)c1S(=O)(=O)Nc1ccc2c(c1)C(=O)N([C@H](C)CO)C[C@H](C)[C@@H](CN(C)C(=O)Nc1ccccc1)O2` gave INS-1E rescue -0.9 and T cruzi intra -9.1.
CNC[C@@H]1Oc2ccc(NC(=O)Cc3ccccc3)cc2CC(=O)N([C@H](C)CO)C[C@H]1C was read as INS-1E rescue 7.3 and T cruzi intra -4.9.
`C[C@H]1CN([C@@H](C)CO)C(=O)c2cccc(NC(=O)c3cnccn3)c2O[C@H]1CN(C)S(=O)(=O)c1cccs1` gave INS-1E rescue 0.3 and T cruzi intra 18.9.
`COc1ccc(S(=O)(=O)Nc2cccc3c2O[C@@H](CN(C)S(=O)(=O)c2cn(C)cn2)[C@@H](C)CN([C@@H](C)CO)C3=O)cc1` gave INS-1E rescue 3.1 and T cruzi intra -24.3.
C[C@@H]1CN([C@H](C)CO)C(=O)c2cc(N(C)C)ccc2O[C@@H]1CN(C)S(=O)(=O)c1ccc(Cl)cc1 was read as INS-1E rescue 0.6 and T cruzi intra -1.7.
C[C@@H]1CN([C@H](C)CO)C(=O)CCCn2nncc2CO[C@@H]1CN(C)C(=O)Cc1ccccc1 was read as T cruzi intra -16.6.
For C[C@@H]1CN([C@H](C)CO)C(=O)Cc2cc(NS(=O)(=O)c3cn(C)cn3)ccc2O[C@H]1CN(C)Cc1ccc(C(=O)Nc2ccccc2N)cc1 the results were INS-1E rescue -12.6 and T cruzi intra -3.9.
`C[C@@H]1CN([C@H](C)CO)C(=O)c2cc(NC(=O)Cn3cnnn3)ccc2O[C@@H]1CN(C)C(=O)Nc1ccc(C(F)(F)F)cc1` gave INS-1E rescue 1.7 and T cruzi intra 3.8.
For Cc1ccc(S(=O)(=O)Nc2ccc3c(c2)CC(=O)N([C@@H](C)CO)C[C@@H](C)[C@@H](CN(C)C)O3)cc1 the results were INS-1E rescue 19.5 and T cruzi intra -23.2.
`C[C@H]1CN([C@@H](C)CO)C(=O)c2cc(NC(=O)NC3CCCCC3)ccc2O[C@H]1CN(C)S(=O)(=O)c1cn(C)cn1` gave INS-1E rescue 6.7 and T cruzi intra -3.0.
Cc1ccc(S(=O)(=O)N(C)C[C@@H]2Oc3ccc(NC(=O)Nc4cccc5ccccc45)cc3C(=O)N([C@@H](C)CO)C[C@@H]2C)cc1 was read as INS-1E rescue 1.6 and T cruzi intra 2.9.
For COc1cc(/C=N/NC(=O)c2cccc(C(=O)NO)c2)ccc1O the results were INS-1E rescue -8.4 and T cruzi intra -13.4.

Structures listed so far that have fluorine, in the order listed:
Screening COc1ccc(NC(=O)Nc2ccc3c(c2)CC(=O)N([C@H](C)CO)C[C@@H](C)[C@H](CN(C)S(=O)(=O)c2ccc(F)cc2)O3)cc1 returned INS-1E rescue 6.0 and T cruzi intra 0.4.
Screening COc1ccc(-c2cnc3c(c2)C(=O)N([C@H](C)CO)C[C@H](C)[C@H](CN(C)S(=O)(=O)c2cccc(F)c2)O3)cc1 returned T cruzi intra 27.8.
`C[C@@H]1CCCCO[C@H](CN(C)C(=O)Nc2ccc(F)cc2)[C@@H](C)CN([C@H](C)CO)C(=O)c2cc(NC(=O)Nc3ccc(F)cc3)ccc2O1` gave INS-1E rescue -3.2 and T cruzi intra 59.3*.
`C[C@@H]1CN([C@H](C)CO)C(=O)c2cc(NC(=O)Cn3cnnn3)ccc2O[C@@H]1CN(C)C(=O)Nc1ccc(C(F)(F)F)cc1` gave INS-1E rescue 1.7 and T cruzi intra 3.8.

Later entries:
Screening C[C@@H]1CN([C@@H](C)CO)C(=O)c2cccc(NC(=O)c3ccc(-c4nccs4)cc3)c2O[C@@H]1CN(C)S(=O)(=O)c1cccs1 returned INS-1E rescue -18.9 and T cruzi intra 27.4.
For O=C(CCCCCCC(=O)Nc1ccccc1O)N/N=C/c1ccco1 the results were INS-1E rescue 2.2 and T cruzi intra -4.5.
For C[C@@H]1CN([C@H](C)CO)C(=O)Cc2cc(NC(=O)Nc3ccccc3)ccc2O[C@@H]1CN(C)C(=O)Nc1cccc2ccccc12 the results were INS-1E rescue -1.8 and T cruzi intra -11.6.
`C[C@@H]1CN([C@@H](C)CO)C(=O)c2cccc(NC(=O)Nc3ccc(F)cc3)c2O[C@@H]1CN(C)CC1CC1` gave INS-1E rescue -5.7 and T cruzi intra -43.4.
For COC(=O)CCCCCCC(=O)N/N=C/c1cc(Br)cc(OC)c1O the results were INS-1E rescue 31.6 and T cruzi intra 26.2.
C[C@H]1CN([C@@H](C)CO)C(=O)c2cc(NS(=O)(=O)c3cccs3)ccc2O[C@H]1CN(C)Cc1ccc(Oc2ccccc2)cc1 was read as INS-1E rescue -11.7 and T cruzi intra 26.3.
`C[C@@H]1CN([C@H](C)CO)C(=O)c2cccc(NC(=O)C3CC3)c2O[C@H]1CN(C)Cc1ccncc1` gave INS-1E rescue 8.5 and T cruzi intra -13.5.
For C[C@@H]1CN([C@@H](C)CO)C(=O)c2cccc(NS(=O)(=O)c3ccccc3)c2O[C@H]1CN(C)C(=O)Nc1ccc(F)cc1 the results were INS-1E rescue 11.4 and T cruzi intra 0.1.
For C[C@@H]1CN([C@H](C)CO)C(=O)c2cc(NC(=O)C3CC3)ccc2O[C@@H]1CN(C)CC1CCCCC1 the results were INS-1E rescue 1.5 and T cruzi intra -0.1.
Screening C[C@H](CO)N1C[C@H](C)[C@H](CN(C)CC2CCCCC2)Oc2ccc(NC(=O)C3CC3)cc2CC1=O returned INS-1E rescue -6.8 and T cruzi intra -14.1.
For C[C@H]1CN([C@@H](C)CO)C(=O)CCCn2cc(nn2)CO[C@@H]1CN(C)C(=O)Nc1ccccc1 the results were T cruzi intra -10.6.
`Cc1ccc(S(=O)(=O)Nc2ccc3c(c2)C(=O)N([C@H](C)CO)C[C@H](C)[C@@H](CN(C)C(=O)NC2CCCCC2)O3)cc1` gave T cruzi intra -2.4.
Screening Cc1noc(C)c1NC(=O)Nc1ccc2c(c1)CC(=O)N([C@@H](C)CO)C[C@H](C)[C@H](CN(C)S(=O)(=O)c1ccccc1)O2 returned INS-1E rescue 16.6 and T cruzi intra -19.7.
For C[C@@H]1CN([C@H](C)CO)C(=O)c2cc(NS(=O)(=O)c3ccc(Cl)cc3)ccc2O[C@H]1CN(C)Cc1ccc(Oc2ccccc2)cc1 the results were INS-1E rescue -6.5 and T cruzi intra 16.7.
`Cc1noc(C)c1NC(=O)N(C)C[C@H]1Oc2ccc(NC(=O)CCC(F)(F)F)cc2CC(=O)N([C@@H](C)CO)C[C@@H]1C` gave INS-1E rescue 4.7 and T cruzi intra -5.9.

At a glance, part of the list above.
Screening C[C@@H]1CN([C@@H](C)CO)C(=O)c2cccc(NC(=O)c3ccc(-c4nccs4)cc3)c2O[C@@H]1CN(C)S(=O)(=O)c1cccs1 returned INS-1E rescue -18.9 and T cruzi intra 27.4.
For O=C(CCCCCCC(=O)Nc1ccccc1O)N/N=C/c1ccco1 the results were INS-1E rescue 2.2 and T cruzi intra -4.5.

Later entries:
Screening COc1ccc(NC(=O)Nc2cccc3c2O[C@H](CN(C)S(C)(=O)=O)[C@@H](C)CN([C@H](C)CO)C3=O)cc1 returned INS-1E rescue 2.2 and T cruzi intra 5.1.
C[C@@H]1CN([C@@H](C)CO)C(=O)c2cccc(NS(=O)(=O)c3ccccc3)c2O[C@@H]1CN(C)C was read as INS-1E rescue 7.5 and T cruzi intra -32.6.
Screening CC(C)NC(=O)N(C)C[C@H]1Oc2ccc(NC(=O)Cc3ccccc3)cc2C(=O)N([C@H](C)CO)C[C@@H]1C returned INS-1E rescue 3.2 and T cruzi intra -25.1.
`Cc1noc(C)c1S(=O)(=O)Nc1ccc2c(c1)C(=O)N([C@H](C)CO)C[C@@H](C)[C@H](CN(C)C)O2` gave INS-1E rescue 3.9 and T cruzi intra -11.3.
`C[C@@H]1CN([C@@H](C)CO)C(=O)c2cc(NC(=O)Cn3cnnn3)ccc2O[C@@H]1CN(C)C(=O)Nc1ccc2c(c1)OCO2` gave INS-1E rescue 8.4 and T cruzi intra -24.7.
C[C@H](CO)N1C[C@H](C)[C@H](CN(C)Cc2ccc(C(=O)O)cc2)Oc2ccc(NS(=O)(=O)c3ccccc3)cc2CC1=O was read as INS-1E rescue 5.2 and T cruzi intra -26.3.
Screening O=C(O)c1ccc(/C=N/NC(=O)c2ccc(C(=O)NO)cc2)cc1 returned INS-1E rescue -6.3 and T cruzi intra 8.9.
For COc1ccc(OC(=O)N(C)C[C@@H]2OCc3cn(nn3)CCCC(=O)N([C@@H](C)CO)C[C@@H]2C)cc1 the results were T cruzi intra -14.6.
For C[C@@H]1CN([C@@H](C)CO)C(=O)c2cc(NC(=O)C3CC3)ccc2O[C@H]1CN(C)Cc1ccc(Oc2ccccc2)cc1 the results were INS-1E rescue -11.9 and T cruzi intra -7.9.
`C[C@H]1CN([C@@H](C)CO)C(=O)c2cccc(NC(=O)Nc3ccc4c(c3)OCO4)c2O[C@H]1CN(C)Cc1ccc(-c2ccccc2)cc1` gave INS-1E rescue -25.3 and T cruzi intra 4.9.
`COc1ccc(S(=O)(=O)N(C)C[C@@H]2Oc3c(cccc3N(C)C)C(=O)N([C@@H](C)CO)C[C@@H]2C)cc1` gave INS-1E rescue -1.0 and T cruzi intra -14.6.
Cc1noc(C)c1S(=O)(=O)Nc1ccc2c(c1)CC(=O)N([C@@H](C)CO)C[C@@H](C)[C@@H](CN(C)S(=O)(=O)c1c(C)noc1C)O2 was read as INS-1E rescue -4.3.
Screening C[C@@H]1CN([C@H](C)CO)C(=O)Cc2cc(NC(=O)C3CC3)ccc2O[C@H]1CN(C)S(C)(=O)=O returned INS-1E rescue -5.1 and T cruzi intra -3.3.
For CC(C)NC(=O)Nc1ccc2c(c1)C(=O)N([C@@H](C)CO)C[C@H](C)[C@H](CN(C)Cc1ccccc1)O2 the results were T cruzi intra -7.8.
Cc1ccc(S(=O)(=O)N(C)C[C@@H]2Oc3c(NC(=O)c4ccncc4)cccc3C(=O)N([C@@H](C)CO)C[C@H]2C)cc1 was read as INS-1E rescue 5.5 and T cruzi intra -1.7.

These rows are one share of the data, so the mix of outcomes need not match the whole.
